High-throughput results as filed in PubChem BioAssay.
NR1D1 modulator: modulates human Rev-erb alpha binding to DNA; P20393; Rev-erbα–FITC-DNA binding, fluorescence polarization, 90 min; activity, % at 10 µM; AID 1259318; hit rate 0.79% among 370,000;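 active = activity above about 14%, limit read from the data; passing the limit was not always enough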;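 also: 0% = DMSO wells with 35 nM protein and 100% = DMSO wells with 750 nM protein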
HTRA1 inhibitor: inhibitors of human serine peptidase HTRA1. Q92743. recombinant HTRA1, FP-rhodamine activity-based probe, fluorescence polarization. inhibition, % at 5.96 µM. hit rate 0.5% among 340,000; in the data active = inhibition above about 36%;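 also: 0% = enzyme with DMSO and 100% = wells lacking enzyme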
ARFGAP1 inh: inhibitors of rat ARFGAP1; Q62848; Arfgap1-stimulated ARF1 GTP hydrolysis, GDP FP detection; inhibition, % at 16.5 µM; hit rate 0.26% among 360,000; AID 651572;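 active = inhibition above a per-plate limit, mean inhibition of low control wells plus 3 SD, cut at about 25% in these data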;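 also: 0% = DMSO wells with enzyme and 100% = wells lacking Arfgap1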
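System: truncated rat Arfgap1 GAP domain / Benchmarks: high control wells lacking Arfgap1, low control full reaction with DMSO / Times: compound-enzyme preincubation 20 min, reaction 120 min, detection 60 min, 25 °C / Repeats: one replicate per compound / Also added: human ARF1(Δ1-17)-GTP substrate / Measured by: Tracer-displacement fluorescence polarization with EDTA stop, 620/688 nm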
GC-A act: GC-A (human) enzyme activation | HEK293 GC-A cells, cGMP TR-FRET, EC30 ANP; 0% at EC30 ANP, 100% saturating ANP | AID 1671463 | activation, % at 10 µM | P16066 | hit rate 0.14% among 370,000; in the data active = activation above about 40%
Target sequence (P16066 whole entry, looked up): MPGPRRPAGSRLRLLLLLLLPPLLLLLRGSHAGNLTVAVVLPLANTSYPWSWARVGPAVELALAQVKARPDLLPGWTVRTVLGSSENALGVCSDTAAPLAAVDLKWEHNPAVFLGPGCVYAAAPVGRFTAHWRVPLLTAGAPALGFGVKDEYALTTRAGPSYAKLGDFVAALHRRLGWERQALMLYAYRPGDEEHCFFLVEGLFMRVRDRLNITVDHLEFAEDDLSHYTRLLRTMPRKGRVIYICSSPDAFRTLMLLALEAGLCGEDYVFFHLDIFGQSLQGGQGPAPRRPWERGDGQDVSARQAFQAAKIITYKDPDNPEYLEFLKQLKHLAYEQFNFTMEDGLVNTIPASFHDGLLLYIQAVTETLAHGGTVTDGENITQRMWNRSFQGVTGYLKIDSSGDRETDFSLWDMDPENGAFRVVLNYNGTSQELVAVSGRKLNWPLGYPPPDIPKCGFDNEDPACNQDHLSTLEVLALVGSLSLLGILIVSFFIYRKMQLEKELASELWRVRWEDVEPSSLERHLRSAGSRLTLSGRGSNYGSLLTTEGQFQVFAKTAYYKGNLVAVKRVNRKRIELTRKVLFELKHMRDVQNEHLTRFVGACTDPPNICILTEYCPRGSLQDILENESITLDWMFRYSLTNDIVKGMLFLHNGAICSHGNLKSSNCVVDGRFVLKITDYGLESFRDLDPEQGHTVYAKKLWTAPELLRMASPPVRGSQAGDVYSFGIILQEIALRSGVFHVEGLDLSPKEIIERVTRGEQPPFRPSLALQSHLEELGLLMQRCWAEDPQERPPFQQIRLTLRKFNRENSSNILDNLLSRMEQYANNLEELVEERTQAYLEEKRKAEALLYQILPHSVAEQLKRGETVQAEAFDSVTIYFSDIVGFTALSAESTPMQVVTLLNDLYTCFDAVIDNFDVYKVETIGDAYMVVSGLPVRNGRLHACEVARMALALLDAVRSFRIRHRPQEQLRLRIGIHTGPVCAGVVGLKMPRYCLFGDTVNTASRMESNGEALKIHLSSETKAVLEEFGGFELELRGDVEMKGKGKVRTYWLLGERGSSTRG
ABHD4 inh: inhibitors of mouse ABHD4; purified mABHD4, FP-Rh probe fluorescence polarization; inhibition, % at 8.92 µM; hit rate 0.54% among 370,000; AID 720543;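 active = inhibition exceeding the mean over every tested compound plus 3 SD, cut at about 30% in these data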;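 also: 0% = plate median of compound wells and 100% = S159A mutant with DMSO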
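Test system: mouse ABHD4 enzyme, wild type. Reagent: FP-Rh fluorescent activity-based probe, added after compound pre-incubation. Timing: pre-incubation 45 min, probe exposure 60 min, at 25 °C. Technique: FP readout, ex 525 nm / em 598 nm. Benchmarks: high control S159A mutant with DMSO, low control median of compound wells.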
NPR2 activator: GC-B (human) receptor activation. AID 1920062. activation, % at 10 µM. hit rate 0.11% among 370,000. HEK293-GC-B cells, CNP EC30, cGMP TR-FRET; 0% at EC30 CNP, 100% saturating CNP;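 active = activation at 10 µM reaching about 35% in either raw or pattern-adjusted values, limit read from the data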
rCAG binder: r(CAG) repeat RNA binding. inhibition, % at 3 µM. hit rate 1.3% among 370,000. TO-PRO-1 dye displacement fluorescence;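 active = inhibition above the plate cutoff, the mean of all test compounds on that plate plus 3 SD, cut at about 35% in these data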;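 also: 0% = DMSO alone and 100% = 100 µM mitoxantrone as full dye displacement; higher means more dye released from RNA so lower well fluorescence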
PG9 binder: small molecules binding HIV-1 gp120 antibody PG9; TR-FRET gp120-PG9 antibody binding; inhibition, % at 6.7 µM; hit rate 0.43% among 360,000; in the data active = inhibition above about 8.5%
ASAP1 GAP inh: blocks human ASAP1-stimulated Arf1 GTP hydrolysis. Q9ULH1. GDP FP detection. inhibition, % at 16.5 µM. hit rate 0.19% among 360,000. AID 624377; in the data active = inhibition above about 25%;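 also: 0% = vehicle with enzyme and substrate and 100% = no enzyme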
SMARCA2 act: activators of SMARCA2 function; MG213 cells, MMTV-luciferase reporter, dexamethasone, overnight; activation, % at 9.1 µM; hit rate 1% among 370,000; in the data active = activation above about 7.8%;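 also: 0% = vehicle wells and 100% = reference activator wells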
* hit, by the source's call; nt = not tested or not shown.

item	SMILES	NR1D1 modulator	HTRA1 inhibitor	ARFGAP1 inh	GC-A act	ABHD4 inh
1	CN1C[C@@H]2C(c3ccc(C(F)(F)F)cc3)C3(c4ccccc4)CC2(C3)[C@H]1c1ccccc1 (stereo partly specified)	3	-16	-4	0	-2
2	C/C(=N\Nc1nc(N2CCOCC2)nc(N2CCOCC2)n1)c1ccc([N+](=O)[O-])cc1	-1	3	6	3	-3
3	Cc1ccc(-c2nc3ncccn3c2NC(=O)Nc2ccc(F)cc2)cc1	-1	nt	nt	5	-6
4	Cn1c(=O)cc(OCCCC(=O)N2CCN(c3ccccn3)CC2)c2ccccc21	-4	0	-6	-5	4
5	Cc1nc(C)c(/C(O)=C/c2nc3ccccc3oc2=O)s1	2	6	9	-3	21
6	CC(=O)N1c2ccc(S(=O)(=O)NCC3CCC(C(=O)NCc4ccco4)CC3)cc2CC1C (stereo unspecified)	-5	13	-14	0	5
7	Cc1ccc(/C=N/NC(=O)C2(C)CC2(Br)Br)cc1 (stereo unspecified)	3	-4	6	8	3
8	CC(=O)c1ccc(-c2ccc(C(=O)N3CCCc4ccccc43)o2)cc1	-1	-20	-1	-13	-13
9	C=CCN1C(=O)CSC1=Nc1cccc(O)c1	3	-1	-9	4	3
10	CCOc1cccc(N2C(=O)CC(N3CCN(c4ccc(S(=O)(=O)CC)cc4)CC3)C2=O)c1 (stereo unspecified)	0	0	-6	0	2
11	COc1ccccc1C(=O)C1CCCN(C(=O)c2ccc(Cl)cc2)C1 (stereo unspecified)	-4	-2	0	-3	-11
12	CCOC(=O)[C@@]12CCC3=C1N(CCC3)C(=O)[C@H](CC(=O)N1CCOCC1)C2	-1	nt	nt	1	-4

item	NPR2 activator	rCAG binder	PG9 binder	ASAP1 GAP inh	SMARCA2 act
1	-4	2	1.0	9	0
2	1	-7	-0.6	-5	-3
3	4	5	nt	nt	5
4	-5	-7	1.0	-6	4
5	-4	1	-2.9	6	0
6	3	-4	-0.1	-6	-2
7	4	-3	-2.7	10	0
8	-9	-6	-1.7	-9	0
9	1	0	1.2	8	-3
10	5	-2	-0.3	9	-2
11	0	-1	-1.5	0	-4
12	0	1	nt	nt	-3

item	SMILES	NR1D1 modulator	HTRA1 inhibitor	ARFGAP1 inh	GC-A act	ABHD4 inh
13	Cc1sc(NC(=S)NC(=O)C2CCCCC2)c(C(N)=O)c1C	7	0	-5	-1	-4
14	Cc1ccc(-n2c(COc3ccccc3)nnc2SCC(=O)Nc2ccc3c(c2)OCCO3)cc1	1	nt	nt	-5	-4
15	Cc1[nH][nH]c(=O)c1C(c1c(C)[nH][nH]c1=O)c1cn(C)c2ccccc12	2	7	25*	-4	2
16	O/N=C1\CCCc2ccc3ccccc3c21	-2	-14	-13	0	1
17	CN1CCN(C(=O)c2cccn(Cc3c(Cl)cccc3Cl)c2=O)CC1	7	3	-8	3	-5
18	CCOC(=O)c1ccc(NC(=O)c2nc[nH]c2C(=O)N[C@@H](CC(C)C)C(=O)OCc2ccccc2)cc1	3	-3	6	0	-7
19	Cc1no[n+]([O-])c1COc1ccccc1/C=N/n1nnnc1N	1	-2	-3	3	3
20	CCn1c(C(=O)O)c(CC(=O)Nc2ccccc2F)c2ccccc21	-4	-4	-3	4	-2
21	C[C@]12C(=O)N(c3ccccc3)C(=O)N1[C@@H]1c3ccccc3OC[C@@H]1[C@H]2c1ccccc1	1	-16	11	-4	-1
22	OCCNc1ncnc2c1ncn2[C@H]1CN(Cc2ccco2)C[C@@H](CO)O1	-8	nt	1	5	-4
23	CCCCOc1cccc(C(=O)NCCc2ccccc2-c2ccccc2CCC(=O)NCc2ccccc2)c1	-4	nt	nt	0	-2
24	COc1ccc(C#Cc2cnc3c(c2)C(=O)N([C@@H](C)CO)C[C@@H](C)[C@@H](CN(C)CC2CCOCC2)O3)cc1	-6	-2	3	6	-10

item	NPR2 activator	rCAG binder	PG9 binder	ASAP1 GAP inh	SMARCA2 act
13	0	5	32*	3	1
14	8	7	nt	nt	-5
15	0	3	-9.4	1	-3
16	-9	1	-1.0	4	0
17	-1	0	-1.7	-8	-1
18	-1	11	1.1	5	1
19	-5	0	-0.8	-5	0
20	-11	9	0.2	2	1
21	0	-4	-1.2	-15	-1
22	0	2	1.0	-9	-1
23	0	1	nt	nt	-3
24	1	2	1.6	4	4

Arranged by SMILES length (ascending): part of the list above.
item	SMILES	NR1D1 modulator	HTRA1 inhibitor	ARFGAP1 inh	GC-A act	ABHD4 inh
16	O/N=C1\CCCc2ccc3ccccc3c21	-2	-14	-13	0	1
13	Cc1sc(NC(=S)NC(=O)C2CCCCC2)c(C(N)=O)c1C	7	0	-5	-1	-4
19	Cc1no[n+]([O-])c1COc1ccccc1/C=N/n1nnnc1N	1	-2	-3	3	3
20	CCn1c(C(=O)O)c(CC(=O)Nc2ccccc2F)c2ccccc21	-4	-4	-3	4	-2
17	CN1CCN(C(=O)c2cccn(Cc3c(Cl)cccc3Cl)c2=O)CC1	7	3	-8	3	-5
14	Cc1ccc(-n2c(COc3ccccc3)nnc2SCC(=O)Nc2ccc3c(c2)OCCO3)cc1	1	nt	nt	-5	-4
23	CCCCOc1cccc(C(=O)NCCc2ccccc2-c2ccccc2CCC(=O)NCc2ccccc2)c1	-4	nt	nt	0	-2
21	C[C@]12C(=O)N(c3ccccc3)C(=O)N1[C@@H]1c3ccccc3OC[C@@H]1[C@H]2c1ccccc1	1	-16	11	-4	-1
18	CCOC(=O)c1ccc(NC(=O)c2nc[nH]c2C(=O)N[C@@H](CC(C)C)C(=O)OCc2ccccc2)cc1	3	-3	6	0	-7

item	NPR2 activator	rCAG binder	PG9 binder	ASAP1 GAP inh	SMARCA2 act
16	-9	1	-1.0	4	0
13	0	5	32*	3	1
19	-5	0	-0.8	-5	0
20	-11	9	0.2	2	1
17	-1	0	-1.7	-8	-1
14	8	7	nt	nt	-5
23	0	1	nt	nt	-3
21	0	-4	-1.2	-15	-1
18	-1	11	1.1	5	1

Continued.
item	SMILES	NR1D1 modulator	HTRA1 inhibitor	ARFGAP1 inh	GC-A act	ABHD4 inh
25	CCCOC1CCCN(C(=O)CCc2nnc(Cc3cccc(C)c3)o2)C1 (stereo unspecified)	0	7	15	-2	-6
26	Cn1c(-c2c(N)n(C3CCCC3)c3nc4ccccc4nc23)nc2ccccc21	-3	8	-4	3	2
27	COc1cc(NC(=O)c2cccs2)c(C(=O)OCC(=O)NC(=O)NC(C)(C)C)cc1OC	0	-17	7	15	-4
28	Cc1ccc(C(=O)CC(C(=O)O)n2cnc([N+](=O)[O-])n2)cc1 (stereo unspecified)	1	6	-4	-1	3
29	Fc1ccccc1-c1nc(-c2cnccc2C(F)(F)F)no1	3	-1	-9	2	3
30	O=C(CCc1ccc(S(=O)(=O)NCc2ccccc2)cc1)NCc1ccco1	1	-3	-1	-1	-1
31	Cc1ccccc1S(=O)(=O)N1CCC(c2nc3ccccc3o2)CC1	0	nt	nt	3	-4
32	CCCCn1c(N)c(N(CCC(C)C)C(=O)c2ccc3c(c2)OCCO3)c(=O)[nH]c1=O	1	2	11	0	-1
33	CCNc1nc(NCC)n2c(SCC(=O)Nc3cccc(F)c3)nnc2n1	0	-2	0	-14	0
34	COc1ccc(C2C(C(C)=O)=C(C)Nc3ncnn32)cc1[N+](=O)[O-] (stereo unspecified)	2	2	12	1	8
35	Nc1nonc1-n1nnc(C(=O)N/N=C/c2ccncc2)c1-c1ccccc1	1	4	-7	-3	2
36	O=C(NCCN1CCN(c2ccccc2)CC1)C1CCN(S(=O)(=O)c2cccs2)CC1	-5	-1	8	2	12

item	NPR2 activator	rCAG binder	PG9 binder	ASAP1 GAP inh	SMARCA2 act
25	-6	-8	0.7	6	0
26	-1	9	2.6	5	-1
27	18	0	1.2	-4	2
28	3	0	-1.2	-2	-4
29	1	-4	-0.8	-14	-2
30	1	-4	0.0	-4	1
31	1	0	nt	nt	-4
32	0	-2	-1.4	7	7
33	-3	-4	1.9	-11	-1
34	-7	1	-1.6	0	0
35	-3	0	-3.1	-7	-4
36	-1	-5	-1.3	6	-2

item	SMILES	NR1D1 modulator	HTRA1 inhibitor	ARFGAP1 inh	GC-A act	ABHD4 inh
37	O=C(NC(C(=O)c1ccccc1)c1ccccc1)c1ccccc1 (stereo unspecified)	8	1	-16	-6	-1
38	Cc1ccc(C(C(=O)NCc2ccc(F)cc2)N(CCCO)C(=O)C2COc3ccccc3O2)o1 (stereo unspecified)	3	-5	0	-3	-2
39	COC(=O)c1c(NC(=O)c2ccccc2C(=O)O)sc2c1CCC2	3	7	9	2	5
40	Cc1sc2ncnc(OCC(=O)NC(C)C)c2c1C	5	-2	-2	3	-7
41	O=C(NN1c2ccccc2CCc2ccccc21)c1ccccc1Br	-5	-12	7	-21	-6
42	NCCCCCNC(=O)c1[nH]cnc1C(=O)N[C@@H](Cc1ccccc1)C(=O)OCc1ccccc1	-3	1	-1	3	9
43	CC(C)c1ccc(NNC(=O)C2CCC2)cc1	1	2	4	1	0
44	Cc1ccc(C)c(S(=O)(=O)NCCCn2ccnc2)c1	1	-1	12	2	9
45	COc1cccc(-c2nc(CCl)cs2)c1OC	-4	2	15	1	0
46	O=C(COC(=O)Cc1ccc(S(=O)(=O)N2CCOCC2)s1)Nc1ccc(OC(F)F)cc1	5	-8	6	1	-3
47	Cc1cccc(C)c1NC(=O)CNC(=O)CN1C(=O)NC2(CCc3ccccc32)C1=O (stereo unspecified)	0	-3	4	1	7
48	CCN(CC(=O)Nc1c(F)cccc1F)C(=O)C1CC(=O)N(CCc2ccc(OC)c(OC)c2)C1 (stereo unspecified)	-4	11	2	1	-11

item	NPR2 activator	rCAG binder	PG9 binder	ASAP1 GAP inh	SMARCA2 act
37	-2	1	-0.5	-1	-2
38	4	-3	-2.9	-1	2
39	-8	26	0.8	3	-1
40	-5	-1	2.1	-3	-2
41	-11	1	2.6	19	-5
42	-3	3	0.3	1	1
43	-4	-1	-0.5	5	-8
44	-2	-1	-1.4	-12	0
45	-1	0	1.5	-8	1
46	0	11	-0.8	9	6
47	3	5	1.6	6	-1
48	2	1	-2.0	14	-5

item	SMILES	NR1D1 modulator	HTRA1 inhibitor	ARFGAP1 inh	GC-A act	ABHD4 inh
49	Cc1cccc(Cn2nc(C)c(NC(=O)c3ccc(F)cc3)c2C)c1	8	2	3	4	2
50	Cc1[nH]c2c(C)cccc2c1CCNC(=O)c1ccc2c(c1[N+](=O)[O-])C(=O)c1ccccc1C2=O	3	42*	26*	2	7
51	COc1ccc(S(=O)(=O)N2CCCCCC2)cc1C(=O)N1CCN(C(C)=O)CC1	-2	-2	-8	-3	-2
52	Cc1ccc(N(NC(=O)C(O)(c2ccccc2)c2ccccc2)C(=O)CCl)cc1	5	-3	-1	-21	-5
53	Cc1ccnc2nc(C(=O)NCc3cccs3)nn12	-4	-2	-4	-1	4
54	CC1CCCCc2nc3c(c(=O)n21)CCCC3 (stereo unspecified)	3	nt	-6	-3	9

item	NPR2 activator	rCAG binder	PG9 binder	ASAP1 GAP inh	SMARCA2 act
49	-2	-5	1.1	-7	-2
50	-1	33	-0.1	-9	-4
51	-2	0	1.4	5	-1
52	-8	3	0.0	-2	-9
53	5	2	0.0	-1	0
54	-1	1	-0.5	0	-3
